ZTA DNA inh: ZTA (EBV) inhibition in EBNA-1 counter-screen; P03206; ZTA-DNA binding, fluorescence polarization; inhibition, % at 11 µM; 0.15% of 320,000 active; AID 2234; in the data active means inhibition above about 33%
Target sequence (P03206 whole entry, looked up): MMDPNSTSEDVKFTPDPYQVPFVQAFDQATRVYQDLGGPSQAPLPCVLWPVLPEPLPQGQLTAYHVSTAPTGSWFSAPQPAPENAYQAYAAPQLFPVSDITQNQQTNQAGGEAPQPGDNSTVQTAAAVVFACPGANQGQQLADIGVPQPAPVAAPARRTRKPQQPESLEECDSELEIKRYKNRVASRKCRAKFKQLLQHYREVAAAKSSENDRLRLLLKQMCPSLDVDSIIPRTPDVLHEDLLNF
core dimer inh: inhibitors of HCV core protein dimerization, primary screen, biochemical, TR-FRET, high-throughput. TR-FRET GST/Flag-core106 dimerization, 1536-well. inhibition, % at 5 µM. 0.33% of 300,000 active. AID 1899, 2009;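 active means inhibition above the mean of all tested compounds plus 3 SD, set per screening campaign, cut at about 45% in these data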
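Assay system: Tagged HCV core106 pair (GST and Flag) | Buffer or medium: KF-containing HEPES buffer, pH 7.45, DTT, CHAPS, BSA | Also added: Eu donor and XL665 acceptor anti-tag antibodies | Dosing: One concentration, 5 µM, in 0.5% DMSO | Timing: 4 h at 22.5 °C | Technique: TR-FRET 671 and 617 nm emission | Repeats: Singlicate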
EBNA-1 inh: EBNA-1 DNA-binding inhibitors, primary screen, biochemical, fluorescence polarization | inhibition, % at 14.8 µM | 0.34% of 300,000 active | AID 1950, 2009; in the data active means inhibition above about 28%
JMJD2C inh: inhibitors of GASC-1 histone demethylase, primary screen, biochemical, fluorescence, DELFIA europium; GST-JMJD2C(1-420) H3K9me3 demethylation; inhibition, % at 2.35 µM; 0.069% of 330,000 active;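 active means more than half of a compound's replicate wells show inhibition beyond 50%, single wells judged on their own value; inconclusive means some, but no more than half, of replicates pass 50% inhibition; inactive means no replicate passes 50% inhibition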;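 further: signal counts dimethyl H3K9 product captured on neutravidin plate; 0% = median of DMSO wells and 100% = 0.3 times that DMSO median; strong numbers were not always called active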
Target sequence (Q9H3R0 1-420 limits assumed): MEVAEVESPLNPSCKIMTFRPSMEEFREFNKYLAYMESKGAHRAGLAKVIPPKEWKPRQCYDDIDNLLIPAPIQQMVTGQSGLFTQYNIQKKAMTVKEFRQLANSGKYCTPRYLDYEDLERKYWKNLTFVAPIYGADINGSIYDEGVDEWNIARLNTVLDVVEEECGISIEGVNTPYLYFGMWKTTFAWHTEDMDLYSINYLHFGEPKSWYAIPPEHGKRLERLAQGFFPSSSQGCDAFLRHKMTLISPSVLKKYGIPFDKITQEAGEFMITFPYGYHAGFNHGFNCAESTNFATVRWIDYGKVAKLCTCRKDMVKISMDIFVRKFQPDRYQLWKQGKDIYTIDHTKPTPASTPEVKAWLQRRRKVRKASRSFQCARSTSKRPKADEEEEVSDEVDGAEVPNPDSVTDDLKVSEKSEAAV
PP5 inh: PP5 phosphatase inhibitors, primary screen, biochemical, fluorescence | Serine/threonine-protein phosphatase 5 (Homo sapiens), P53041 | purified PP5c, OMFP substrate fluorescence | inhibition, % at 6.7 µM | 0.18% of 320,000 active | AID 1987, 2009;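 active means inhibition above the campaign's mean inhibition across all tested compounds plus 3 SD, cut at about 9.5% in these data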;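 further: 0% = DMSO only and 100% = 100 µM cantharidin control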
Yeast superoxide: reduction of superoxide in aged yeast, primary screen, HTS. S. cerevisiae aged cells, superoxide DHE fluorescence; hits give low values. superoxide response (% of plate mean), % at 10 µM. 0.18% of 330,000 active;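 active means superoxide response under a set limit, about three screen SD below normal, cut at about 65% in these data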;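 further: yeast aged for seven days with compound at 30 °C before DHE staining; 100% = average MFI of all compound-treated wells on the plate with controls excluded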
PP1 inh: PP1-alpha phosphatase inhibitors, primary screen, counter-screen for PP5 inhibitor project, biochemical, fluorescence, OMFP substrate, single point; Serine/threonine-protein phosphatase PP1-alpha catalytic subunit (Homo sapiens), P62136; purified PP1alpha; inhibition, % at 6.7 µM; 0.9% of 320,000 active;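 active means inhibition above the mean inhibition of all tested compounds plus 3 SD, computed separately for each screening campaign, cut at about 15% in these data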
Target sequence (P62136 whole entry, looked up): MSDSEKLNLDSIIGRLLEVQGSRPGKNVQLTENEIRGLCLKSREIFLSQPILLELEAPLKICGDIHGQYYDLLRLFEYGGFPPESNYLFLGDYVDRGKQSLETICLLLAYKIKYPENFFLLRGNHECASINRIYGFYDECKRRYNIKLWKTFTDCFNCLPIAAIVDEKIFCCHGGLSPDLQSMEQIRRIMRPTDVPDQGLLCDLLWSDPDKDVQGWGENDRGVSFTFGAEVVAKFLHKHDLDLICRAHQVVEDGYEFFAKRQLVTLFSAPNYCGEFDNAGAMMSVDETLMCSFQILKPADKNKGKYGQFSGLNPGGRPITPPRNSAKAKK
CTSL1 counter: Fasciola hepatica cathepsin L1 inhibitors, primary screen, counter-screen for PFM18AAP inhibitor project, biochemical, QFRET, fluorogenic peptide substrate; recombinant F. hepatica cathepsin L1, Z-Leu-Arg-MCA fluorescence; inhibition, % at 5.96 µM; 0.49% of 300,000 active; AID 1906, 2009;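 active means inhibition above the mean of all tested compounds plus 3 SD, set per screening campaign, cut at about 17% in these data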;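 further: 0% = plate median of test compound wells and 100% = 1 µM Z-Phe-Ala-diazomethylketone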
TPT1 inh: Candida albicans TPT1 enzyme inhibitors, primary screen, biochemical, fluorescence polarization; recombinant caTPT1, FP RNA substrate dephosphorylation; inhibition, % at 5 µM; 0.81% of 300,000 active; AID 1962, 2009;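 active means inhibition above the mean of all tested compounds plus 3 SD, set per screening campaign, cut at about 24% in these data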;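 further: plate controls were DMSO alone for no effect and ferristatin control at 100 nM for full effect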
* hit, by the source's call; ? = inconclusive; . = no result given; & = joins results of further samples.

SMILES | ZTA DNA inh | core dimer inh | EBNA-1 inh | JMJD2C inh | PP5 inh | Yeast superoxide | PP1 inh | CTSL1 counter | TPT1 inh
COc1ccc(N2CCN(C(CNC(=O)CC(C)(C)C)c3ccc4c(c3)OCO4)CC2)cc1 (stereo not drawn) | 6 | -1 | -4 | 2 | -2.6 | 95 | -2 | 0 | -2
COc1cccc(-c2nn(-c3ccc(C)cc3)cc2C(=O)N2CCc3cc(OC)c(OC)cc3C2)c1 | 16 | 10 | 1 | 15 | 1.1 | 111 | -5 | 2 | 6
COc1cc(OC)cc(C(=O)OCCCOC(=O)c2cc(OC)cc(OC)c2)c1 | 3 | 10 | -4 | ? | 4.0 | 106 | 1 | 1 | 6
C#CCOCCOCCOCCNc1nc(N2CCN(C(=O)[C@H]([C@@H](C)CC)n3cc([C@@H](N)CO)nn3)CC2)nc(N2CCN(C(=O)[C@H](CCCCN)n3cc([C@@H](N)C(C)CC)nn3)CC2)n1 (stereo partly drawn) | 6 | 3 | 10 | -1 | 0.0 | 104 | -1 | 4 | -1
COCCOC(=O)c1c(C)oc2ccc(OC(=O)c3cccs3)cc12 | -7 | 0 | -8 | -5 | 10* | 89 | -1 | -1 | 1
CCc1cc(C(c2cccc(OC)c2)N2CCOCC2)c(NC(=O)c2ccccc2)s1 (stereo not drawn) | 11 | 15 | 1 | -16 | 3.0 | 106 | -3 | -3 | 6
CN(C)CCNC(=O)/C(=C/c1ccc(-c2cccc([N+](=O)[O-])c2)o1)NC(=O)c1ccccc1 | -26 | -24 | -3 | -5 | 1.9 | 100 | 3 | 3 | 2
CCCc1cc(=O)n2[nH]c(NC(=O)c3ccco3)nc2n1 | 17 | 0 | 11 | 4 | -1.0 | 88 | 8 | -2 | -2
CNS(=O)(=O)c1cccc2cccnc12 | -28 | 1 | -5 | 2 | -2.6 | 111 | 3 | 9 | -2
NC(Cc1ccc(O)c([N+](=O)[O-])c1)C(=O)O (stereo not drawn) | -6 | 6 | -13 | -3 | -5.1 | 107 | -2 | -6 | 0
O=C(O)[C@@H](c1ccccc1)N1Cc2ccccc2C1=O | 11 | 2 | 3 | -11 | 2.5 | 182 | 24* | 1 | 0
CCO[C@@H]1OC(C(N)=O)=C[C@H](C2CC2)[C@H]1CCCO | 7 | -5 | -3 | -41 | 5.4 | 122 | -5 | 0 | 1
COc1ccc(/C=C(/C#N)C(=O)Nc2ccc(C)cc2C)cc1C(=O)O | -1 | 1 | -3 | 0 | 1.1 | 99 | -4 | -1 | -2
COc1ccc(C(=O)COC(=O)CN2C(=O)c3ccccc3C2=O)c(OC)c1 | -7 | 6 | -1 | 2 | 2.8 | 96 | 0 | -4 | 0
CC(C)NS(=O)(=O)c1ccc(CCC(=O)N2CCc3ccccc3C2)cc1 | -3 | 7 | 7 | 7 | -1.5 | 102 | 1 | 2 | -6
O=C(CC1CCS(=O)(=O)C1)Nc1ccc[nH]c1=O (stereo not drawn) | 22 | 0 | 6 | -6 | 0.7 | 115 | 4 | 0 | -2
Cn1c(SCCCC(=O)c2ccc(F)cc2)nnc1-c1ccncc1 | 10 | 0 | 8 | -2 | -2.7 | 101 | -2 | 2 | 3
CCOC(=O)c1ccc(NC(=O)COc2ccccc2CNC2CCCC2)cc1 | 16 | 9 | -5 | -16 | -5.2 | 101 | -1 | 1 | 4
COc1ccc2cc(C3NC(=O)c4ccccc4N3)c(Cl)nc2c1 (stereo not drawn) | 11 | 2 | -11 | -13 | 0.6 | 105 | -1 | 7 | 1
Cc1ccc(S(=O)(=O)NCC(=O)NCC(=O)N(C)Cc2ccc3ccccc3c2)cc1C | -8 | 4 | 0 | 1 | 2.7 | 108 | -1 | 3 | 1
CCN(C(=O)CSc1nc2cc(Cl)ccc2c(=O)n1Cc1ccco1)C1CCS(=O)(=O)C1 (stereo not drawn) | 1 | 7 | -20 | -2 | -4.1 | 103 | 1 | -22 | 1
COc1ccc(CC(=O)O/N=C(\N)Cc2ccc(OC)c(OC)c2)cc1 | 7 | 0 | 8 | 18 | 1.8 | 115 | -5 | 3 | -2
Cc1cccc(NC(=S)NCc2cccn2C)c1 | -13 | -2 | -2 | 3 | 0.0 | 93 | 3 | -4 | 0
CN(C(=O)COC(=O)CNC(=O)c1ccc2ccccc2c1)c1c(N)n(Cc2ccccc2)c(=O)[nH]c1=O | -11 | 1 | -6 | -4 | 4.2 | 112 | -1 | -2 | 1
Cc1nnc(Nc2ccccn2)c2ccccc12 | 14 | -1 | -2 | -1 | -0.1 | 107 | -2 | 2 | 3
O=C1CSC(c2ccccn2)N1c1ccc(Cl)c(Cl)c1 (stereo not drawn) | 2 | 0 | -10 | -8 | -0.1 | 112 | -4 | 2 | 3
COc1ccc(/C=C2\CCCC3C2=NN(C(=O)c2ccco2)C3c2ccc(OC)c(OC)c2)cc1OC (stereo not drawn) | -23 | 26 | 0 | -1 | 1.9 | 94 | -2 | 2 | 2
CSc1ncccc1-c1nc2ccccc2[nH]1 | 5 | -2 | -15 | 5 | 2.7 | 99 | 2 | 0 | 4
O=C(Nc1ncc([N+](=O)[O-])s1)C1CCN(S(=O)(=O)c2cnc[nH]2)CC1 | 3 | -5 | 4 | 8 | -0.2 | 136 | -2 | 5 | -1
CCOC(=O)N1CCC(NC(=O)c2cc(C(=O)Nc3ccc(S(=O)(=O)N4CCCCC4)cc3)ccc2CO)CC1 | 6 | 1 | -1 | 18 | 2.8 | 101 | -4 | 2 | 0
COc1ccc(-n2c(Cc3cccn3C)nnc2SCC(=O)Nc2cccc(F)c2)cc1 | -2 | 15 | -12 | 1 | 3.5 | 100 | 6 | -3 | 2
NC(=O)c1ccc(NC(=O)COC(=O)C(Cc2ccccc2)NC(=O)c2ccccc2)cc1 (stereo not drawn) | 2 | 3 | -12 | -23 | 1.9 | 106 | 2 | 7 | -1
CC1CCN(C(=O)C2CCN(CCCc3ccccc3)CC2)CC1 | -30 | -6 | -3 | 16 | 2.3 | 100 | 0 | -2 | -1
CN(c1ccc(O)cc1)c1nc(-c2cccnc2)cs1 | 17 | 0 | 1 | 2 | 3.2 | 98 | -5 | 2 | -1
Cc1nc2c(c(C)nn2-c2ccccc2)c(C)c1Cl | 4 | 2 | 6 | 0 | -1.5 | 97 | 2 | 1 | -2
COc1ccc(C(=O)NCc2nnc(SCC(=O)Nc3ccccc3OC)o2)cc1 | 15 | 5 | 11 | 0 | 2.1 | 109 | 0 | 5 | -1

Full records as entered above. Values in the order: ZTA DNA inh	core dimer inh	EBNA-1 inh	JMJD2C inh	PP5 inh	Yeast superoxide	PP1 inh	CTSL1 counter	TPT1 inh
CCOC(=O)N1CCC(NC(=O)c2cc(C(=O)Nc3ccc(S(=O)(=O)N4CCCCC4)cc3)ccc2CO)CC1 reads 6	1	-1	18	2.8	101	-4	2	0
CNS(=O)(=O)c1cccc2cccnc12 reads -28	1	-5	2	-2.6	111	3	9	-2
Cc1ccc(S(=O)(=O)NCC(=O)NCC(=O)N(C)Cc2ccc3ccccc3c2)cc1C reads -8	4	0	1	2.7	108	-1	3	1

Later entries.
SMILES | ZTA DNA inh | core dimer inh | EBNA-1 inh | JMJD2C inh | PP5 inh | Yeast superoxide | PP1 inh | CTSL1 counter | TPT1 inh
CCCC(C)c1nnc(NC(=O)C2CCCO2)s1 (stereo not drawn) | -8 | 1 | -2 | -1 | 1.3 | 93 | -4 | 1 | 3
O=C(OCC(=O)c1c[nH]c2ccccc12)c1cc(Br)ccc1O | 17 | 2 | 12 | 2 | 2.8 | 101 | 0 | -1 | 2
O=C(c1cccc(S(=O)(=O)N2CCc3ccccc3C2)c1)N1CCN(c2ccccc2)CC1 | -3 | 9 | 6 | 1 | 4.0 | 104 | 0 | -1 | -1
COc1ccc(CN(Cc2cccnc2)S(=O)(=O)c2ccc(-n3cnnn3)c(C)c2)cc1OC | -4 | 5 | 3 | -2&2 | 1.3 | 92 | 2 | -1 | 3
CCOC(=O)c1sc(NC(=O)C2CC(=O)N(c3ccc(OC)cc3)C2)nc1C (stereo not drawn) | 13 | 5 | 15 | 8 | 0.7 | 96 | 0 | 0 | 1
O=C(NCc1cccnc1)c1ccc(-c2cccc(Cl)c2Cl)o1 | 10 | 5 | 5 | -23 | 0.7 | 141 | 2 | 5 | 3
CCc1nc2cc(CC(=O)O)ccc2o1 | 8 | 0 | -4 | 6 | 0.2 | 110 | -1 | -2 | 1
COc1cccc(N(CC(=O)Nc2ccc3c(c2)OCO3)S(=O)(=O)c2ccccc2)c1 | -5 | 22 | 0 | -10 | 3.8 | 91 | 3 | -6 | 2
CN(C)CCNC(=O)CCn1nc(-c2ccc(Cl)cc2)ccc1=O | 5 | -2 | 4 | 59 | -1.6 | 89 | -3 | -1 | -3
CC(=O)Nc1ccc(S(=O)(=O)Nc2cc(C)ccn2)cc1 | -15 | -4 | -10 | 0 | 0.8 | 94 | 3 | -5 | -1
CC1(NC(=O)CCc2nc3ccccc3c(=O)[nH]2)CCS(=O)(=O)C1 (stereo not drawn) | 1 | 6 | -4 | 0 | 1.8 | 100 | -6 | 0 | 3
COc1ccc2[nH]cc(C(=O)N3CCCCC3)c(=O)c2c1 | 14 | -2 | -2 | 1 | 0.9 | 97 | -3 | -1 | 0
Cc1csc(Sc2ccc(C(=O)OCC(=O)Nc3ccc(F)cc3[N+](=O)[O-])cc2[N+](=O)[O-])n1 | 11 | 6 | -1 | -11 | 0.7 | 98 | 3 | -1 | 3
CN(C1=NC(=O)C(CC(=O)O)S1)c1ccc(O)cc1 (stereo not drawn) | 4 | -2 | 5 | 4 | -3.1 | 89 | 0 | 4 | 2
O=C(NNC(=O)c1c(O)c2ccccc2[nH]c1=O)c1ccccc1Br | -4 | 4 | -4 | 2 | 1.3 | 85 | 5 | -13 | -5
COc1ccc(C(c2sc3nc(C)nn3c2O)N2CCc3ccccc3C2)cc1 (stereo not drawn) | 4 | 1 | -5 | -19 | -3.7 | 135 | -1 | -6 | -2
O=C(NCc1ccncc1)C1CCC(=O)N(CCc2ccc(Cl)cc2)C1 (stereo not drawn) | 0 | -4 | -10 | -8 | 0.1 | 98 | -2 | 2 | 0
CCOC(=O)c1ccc(NC(=O)CN(c2ccc(C)cc2)S(=O)(=O)c2c(C)nn(C)c2C)cc1 | 8 | -5 | 8 | -6 | 1.5 | 99 | 1 | 4 | 0
C=CCN(C(=O)c1csnn1)C(C(=O)NC1CCCC1)c1ccc(F)cc1 (stereo not drawn) | 6 | 5 | 4 | -9 | -0.3 | 102 | 1 | 1 | -3
O=C1c2ccccc2NC(c2ccc(-c3ccc(F)cc3)o2)N1O (stereo not drawn) | 10 | . | . | 5 | -0.6 | 69 | 4 | . | .
NNc1nc2ccccc2nc1C(F)(F)F | -1 | 0 | -6 | -3 | 1.3 | 93 | 1 | -2 | 3

Screening data from PubChem.

Rows are unselected. Share with any hit: about 3.1%.
